USP30 block: inhibitors of human USP30 deubiquitinase | Ubiquitin carboxyl-terminal hydrolase 30 (Homo sapiens), Q70CQ3 | purified USP30, Ub-rhodamine cleavage fluorescence | inhibition, % at 25 µM | 47,000 tested, 5.3% active
USP17 inh: inhibitors of human USP17 deubiquitinase; purified USP17, Ub-rhodamine cleavage fluorescence, 3 h; inhibition, % at 50 µM; AID 1645855, 2021; 47,000 tested, 6.5% active
USP8 inh: inhibitors of human USP8 deubiquitinase. purified USP8, Ub-rhodamine cleavage fluorescence, 30 min. Ubiquitin carboxyl-terminal hydrolase 8 (Homo sapiens), P40818. inhibition, % at 20 µM. 47,000 tested, 4.2% active
USP7 inh: inhibitors of human USP7 deubiquitinase. Ubiquitin carboxyl-terminal hydrolase 7 (Homo sapiens), Q93009. purified USP7, Ub-rhodamine cleavage fluorescence. inhibition, % at 20 µM. 47,000 tested, 0.3% active. AID 1645854, 2021
USP28 block: inhibitors of human USP28 deubiquitinase; Ubiquitin carboxyl-terminal hydrolase 28 (Homo sapiens), Q96RU2; purified USP28, Ub-rhodamine cleavage fluorescence, 30 min; inhibition, % at 25 µM; 47,000 tested, 3% active; AID 1645857, 2021
OTUD3 block: inhibitors of human OTUD3 deubiquitinase | purified OTUD3, Ub-rhodamine fluorescence, 2 h | inhibition, % at 25 µM | 47,000 tested, 0.7% active | AID 1645858, 2021
Target sequence (Q5T2D3 whole entry, looked up): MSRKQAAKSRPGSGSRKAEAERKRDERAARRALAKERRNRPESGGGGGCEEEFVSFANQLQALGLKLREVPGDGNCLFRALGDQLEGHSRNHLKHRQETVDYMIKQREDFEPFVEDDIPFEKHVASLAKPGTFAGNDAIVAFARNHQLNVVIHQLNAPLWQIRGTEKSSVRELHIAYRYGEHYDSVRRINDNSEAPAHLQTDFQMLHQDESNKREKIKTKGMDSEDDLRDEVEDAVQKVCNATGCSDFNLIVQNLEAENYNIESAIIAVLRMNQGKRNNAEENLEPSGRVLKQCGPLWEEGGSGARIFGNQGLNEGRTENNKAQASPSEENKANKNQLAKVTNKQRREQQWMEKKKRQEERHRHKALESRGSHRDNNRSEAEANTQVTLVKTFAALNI
USP10 inh: inhibitors of human USP10 deubiquitinase; Ubiquitin carboxyl-terminal hydrolase 10 (Homo sapiens), Q14694; purified USP10, Ub-rhodamine fluorescence, 60 min; inhibition, % at 20 µM; 47,000 tested, 1.1% active
UCHL1 inh: inhibitors of human UCHL1 deubiquitinase. purified UCHL1, Ub-rhodamine cleavage fluorescence. inhibition, % at 20 µM. 47,000 tested, 0.2% active. AID 1645859, 2021
Target sequence (P09936 whole entry, looked up): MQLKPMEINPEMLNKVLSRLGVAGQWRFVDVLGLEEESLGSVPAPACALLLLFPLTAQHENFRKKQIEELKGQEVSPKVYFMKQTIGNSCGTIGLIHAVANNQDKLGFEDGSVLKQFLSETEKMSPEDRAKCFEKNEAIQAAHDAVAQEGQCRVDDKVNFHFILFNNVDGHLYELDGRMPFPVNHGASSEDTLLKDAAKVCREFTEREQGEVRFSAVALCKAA
* = called active by the depositor; · = no result given. Rule as the data show it: active = inhibition above about 30%; inactive = the rest. Hits appear at their usual frequency. Share with any hit: about 13%.

SMILES,USP10 inh,UCHL1 inh,USP28 block,OTUD3 block,USP30 block,USP8 inh,USP7 inh,USP17 inh
COc1ccc(C(=O)NCc2nnc(SCC(=O)Nc3cccc4ccccc34)o2)cc1,-1,-1,-14,-9,-12,-19,-5,0
CC1(C)CC(=O)N(CC(=O)O)c2ccccc2S1(=O)=O,-1,0,6,3,9,10,7,9
COc1cc(CCC(C)=O)ccc1OC(=O)c1ccc(Cl)cc1[N+](=O)[O-],3,0,4,-1,-6,-110,-9,-21
Cc1nn(-c2cccc(Cl)c2)c2c1C(c1cccnc1)c1c(ncn3nc(-c4ccncc4)nc13)O2 (stereo not given),4,2,4,5,14,0,1,13
COc1ccc(CNC(=O)c2cnc3scc(C)n3c2=O)cc1,-4,0,2,10,4,4,1,4
Cc1ccc(NC(=O)c2c3c(nc4ccccc24)CCCCC3)c(C)c1,-5,1,6,4,35*,12,3,74*
O=C(NCc1ccncc1)c1nc(-c2ccccn2)no1,1,-2,-4,3,0,6,1,12
Brc1ccccc1CN1CCN(Cc2ccccn2)CC1,-11,-8,-17,-12,-45,-15,-8,-20
COc1cc(Cl)cc(CNC(C)C(=O)O)c1O (stereo not given),-1,-2,-14,-8,-1,66*,1,18
CC(C)Cc1cnc2c(c1SCC(=O)N1CCCCC1)c(=O)n(C)c(=O)n2C,1,-1,-9,-5,-3,-41,-46,·
CCCc1nc2sc3c(NCCc4ccc(OC)c(OC)c4)ncnc3c2c2c1CCC2,-6,-1,67*,-28,-46,-9,0,-23
Cc1nc(-c2ccc(C)c(S(=O)(=O)Nc3ccccc3F)c2)cs1,7,0,10,4,6,11,4,-11
CN(C)c1cccc(C(=O)N2CCCn3nc(-c4cccnc4)cc3C2)c1,-2,1,5,0,4,6,6,3
O=C(Oc1coc(CSc2ncccn2)cc1=O)c1c(F)cccc1Cl,0,0,11,2,-15,29,-4,-2
O=C(COc1ccc(F)cc1)Nc1cc(Cl)ccc1N1CCCC1,-1,-2,3,-3,-12,-63,0,-17
COCCCN1Cc2cc3cc(OC)ccc3nc2OCC1=O,-2,2,8,4,5,6,4,15
CC(C)Oc1ccc(CSc2nc(N)c3c4c(sc3n2)COC(C)(C)C4)cc1,0,2,13,13,16,24,2,13
COc1ccc(CC(=O)N2CCc3cc(-c4noc(C)n4)ccc32)cc1,1,6,33*,8,6,4,7,12
O=C(CSc1ccc(N2CCC(C(=O)NC3CC3)CC2)nn1)Nc1cccc(Cl)c1,-7,0,-18,-13,-91,-10,0,38*
Cc1nnn(C23CC4CC(CC(CC(=O)NCc5ccc6c(c5)OCO6)(C4)C2)C3)n1,1,-3,-13,-7,-15,-16,-3,-24
O=C(Nc1cc(=O)[nH]c2nc(-c3ccc(Cl)cc3)nn12)c1ccccc1,16,3,·,4,·,-22,3,-124
O=c1c2c(-c3ccccc3)csc2ncn1Cc1ccc2c(c1)OCO2,7,4,40*,4,17,1,5,6
Cc1cc(C)n2nc(CN(C(=O)c3ccco3)c3ccc(F)cc3)nc2n1,-5,-4,-9,-12,-38,5,0,-5
CS(=O)(=O)N1CCC(C(=O)Nc2ccc(F)cc2)Oc2ccccc21 (stereo not given),0,1,5,8,20,14,4,10
Cc1cc(F)ccc1NC(=O)CN1C(=O)C2CCCN2C(=O)c2ccc(F)cc21 (stereo not given),3,0,-3,3,2,5,-6,5
Cc1nc(-c2ccc(C(=O)N(C)c3ccccc3)cc2)no1,0,0,·,19,·,2,3,1
COc1ccccc1NC(=O)c1sc2ncn(CC(=O)OCC(C)C)c(=O)c2c1C,0,4,2,6,3,18,1,-8
CCOC(=O)C1C2CCC3(CC(=O)c4ccccc4O3)C21 (stereo not given),1,0,0,0,-4,0,-2,-39
O=C(NCc1cccnc1)C1CCc2nc(N3CCN(C(=O)C4CCC4)CC3)sc2C1 (stereo not given),-4,-2,-6,-2,-7,0,-1,-4
CCOC(=O)c1c(C)oc2ncnc(Nc3ccccc3OC)c12,3,3,15,6,25,19,8,13
COc1cc2[nH]c(=O)n(CCC(=O)N3CCN(c4ccccc4)CC3)c(=O)c2cc1OC,0,-2,0,3,-1,0,1,1
CC1=NOC(CNC(=O)Nc2ccccc2F)C1 (stereo not given),2,-2,0,-1,0,10,0,·
O=C(NCc1cccc(Cl)c1)c1csc(C(=O)N2CCCC2)n1,1,1,3,6,2,1,0,-3
CC1(C)C[C@@H](O)[C@]2(C)CC[C@]3(C)C(=CCC4[C@@]5(C)CC[C@H](O)[C@](C)(CO)[C@@H]5CC[C@]43C)[C@@H]2C1 (stereo not given in full),5,3,4,2,43*,3,1,53*
Cn1c(=O)c2c(nc(CN3CCN(c4ccc(F)cc4)CC3)n2CCN2CCOCC2)n(C)c1=O,0,3,4,6,5,14,4,4
Cc1[nH]c2ccccc2c1SCC(=O)N1CCOCC1,-2,0,0,4,15,0,0,0

Arranged by value in USP10 inh (lowest first): some entries from above.
| Compound | USP10 inh |
| --- | --- |
| O=C(NCc1cccnc1)C1CCc2nc(N3CCN(C(=O)C4CCC4)CC3)sc2C1 (stereo not given) | -4 |
| Cc1[nH]c2ccccc2c1SCC(=O)N1CCOCC1 | -2 |
| COc1cc2[nH]c(=O)n(CCC(=O)N3CCN(c4ccccc4)CC3)c(=O)c2cc1OC | 0 |
| O=C(NCc1cccc(Cl)c1)c1csc(C(=O)N2CCCC2)n1 | 1 |
| Cc1cc(F)ccc1NC(=O)CN1C(=O)C2CCCN2C(=O)c2ccc(F)cc21 (stereo not given) | 3 |

(continued)
SMILES,USP10 inh,UCHL1 inh,USP28 block,OTUD3 block,USP30 block,USP8 inh,USP7 inh,USP17 inh
CCCOc1c(Br)cc(C(=O)Nc2ccccc2OC)cc1OC,4,6,11,14,10,6,10,16
COc1ccc(S(=O)(=O)N2CCC(c3[nH]nc4nccnc34)CC2)cc1,0,-3,-9,-5,-9,1,-2,-7
CC1(C)Cc2nc3oc4c(NC5CCCCC5)ncnc4c3cc2CO1,-2,2,6,6,21,12,7,7
CC(=O)N1CCc2cc(NS(=O)(=O)c3cccc4cc(C)cnc34)ccc21,0,-2,·,1,·,0,-9,-15
COc1cccc(CNC(=O)C(C)n2cccc2C(=O)c2ccccc2)c1 (stereo not given),0,0,-12,-6,-21,0,-10,-3
Nc1cccc(-c2nnc(/C=C/c3ccc(OC(F)(F)F)cc3)o2)c1,-1,5,15,5,26,-49,3,11
CNC(=O)c1cc2c(nc1NCC(C)C)CCN(C)CC2,1,0,7,9,-49,1,·,-6
O=C(/C=C/c1ccc2c(c1)OCO2)CCc1c(Cl)cccc1Cl,5,3,6,22,21,20,9,19
Nc1nc(-c2ccccn2)nc(N)c1Cc1ccccc1F,2,0,-8,-3,9,-265,0,-48
O=C1c2ccccc2C(Nc2ccccc2Cl)N1Cc1ccc2c(c1)OCO2 (stereo not given),10,4,5,11,0,-52,9,-11
c1coc(CNc2c3c(nc4ncnn24)CCC3)c1,-2,1,15,6,-8,-7,-1,4
COc1ccc(NC(=O)COc2ccc(F)cc2C(C)=O)cc1S(=O)(=O)N1CCOCC1,-3,2,10,16,0,3,-4,2
O=C(c1ccc(-n2cccn2)nc1)N1CCCC(c2ccn[nH]2)C1 (stereo not given),0,-4,-6,-3,0,-23,3,-6
Cc1c(C(=O)N2CCCC2)cnn1-c1ccc(-c2nc(C(C)(C)C)no2)cn1,-1,3,12,9,25,9,1,7
COc1ccc(/C=C/C(=O)Nc2ccc(N3CCOCC3)cc2)cc1Br,6,-1,-2,-3,2,14,1,15
c1ccc(-c2nc(NC3CCCC3)c3oc4ccccc4c3n2)cc1,5,5,-8,1,0,7,6,5
O=C(Cc1ccc(-n2c(=O)c3sccc3n(Cc3cc(=O)n4ccccc4n3)c2=O)cc1)NCc1ccco1,-3,2,4,20,-9,26,-1,27
c1ccc(CNc2ncnc3c2sc2nc(N4CCOCC4)c4c(c23)CCC4)nc1,0,0,0,-3,-1,10,1,10
CC1=C(c2ccc(Cl)cc2)S(=O)(=O)N=C1N1CCC(NC(=O)C2CCOC2)CC1 (stereo not given),1,3,4,3,16,0,2,15
Cc1ccccc1[C@H]1C[C@@H](O)[C@@H](O)[C@@H]1NC(=O)c1cccc(C#N)c1,5,0,9,9,47*,-20,-122,20
O=C(NC12CC3CC(CC(C3)C1)C2)C(c1ccccc1)c1ccccc1,1,-1,0,0,3,2,4,0
CCc1nc(SCC(=O)Nc2cccc3ccccc23)c2oc3ccccc3c2n1,20,1,3,-1,47*,15,10,30*
CN1CCC(C(=O)N2CCCC(c3cccc(-c4ccccc4F)n3)C2)CC1 (stereo not given),0,2,20,9,19,11,0,11
O=C(Nc1ccccc1)Nc1cnc2ccc(C(=O)NCc3ccncc3)cn2c1=O,-1,-2,10,12,19,15,1,16

Brought forward from above: 2 entries, then new ones.
SMILES,USP10 inh,UCHL1 inh,USP28 block,OTUD3 block,USP30 block,USP8 inh,USP7 inh,USP17 inh
CN1CCC(C(=O)N2CCCC(c3cccc(-c4ccccc4F)n3)C2)CC1 (stereo not given),0,2,20,9,19,11,0,11
O=C(Nc1ccccc1)Nc1cnc2ccc(C(=O)NCc3ccncc3)cn2c1=O,-1,-2,10,12,19,15,1,16
COc1ccccc1CNC(=O)c1ccc(CSc2nc3ccncc3n2Cc2ccccc2)cc1,-4,-7,31*,-2,56*,-10,1,40*
COc1ccc(OCC(=O)N2CCc3cc(-c4noc(C)n4)ccc32)cc1,-1,2,8,5,3,-1,4,35*
CCOC(=O)c1cc2c(ccn2C)n1Cc1ccc2ccccc2n1,-7,-12,-1,-33,-156,57*,-25,2
COc1cccc(C(CNC(=O)Nc2ccccc2)N2CCOCC2)c1 (stereo not given),-2,0,1,-2,-6,-2,1,-3
Cc1sc2nc(C)n(C3CCN(C(=O)C(C)C)CC3)c(=O)c2c1C,0,3,·,0,·,-2,-3,3
CC(C)n1c(N2CCCN(C(=O)c3cccnc3)CC2)cc(=O)n(C(C)C)c1=O,-11,-12,-33,-16,-81,-35,-8,-34
COC(=O)c1ccccc1NC(=O)CSc1nc(C)nc2c1oc1ccccc12,2,2,-6,0,8,4,2,45*
CCn1ccc2c(cc(C(=O)Nc3ccccc3F)n2C)c1=O,0,-5,74*,-2,-6,-43,-2,0
CCCc1nc(SCC(=O)Nc2ccccc2)c2c(=O)n(C)c(=O)n(C)c2n1,9,4,12,16,31*,18,8,24
Cc1cc(NC(=O)c2cn[nH]c2S(=O)(=O)Nc2ccccc2)ccc1F,6,0,3,4,8,-4,1,11
CC1=C2C[C@@H]3C(CN4CCN(c5ccccn5)CC4)C(=O)O[C@@H]3C[C@@]2(C)CCC1 (stereo not given in full),4,5,-7,-4,10,-5,6,-4
COc1ccc(S(=O)(=O)Nc2c(C)c(C)cc3c2nc(C)n3Cc2cccc(C)c2)cc1,2,3,6,11,33*,12,3,18

Shown as a hit in USP8 inh (from the list above):
SMILES,USP10 inh,UCHL1 inh,USP28 block,OTUD3 block,USP30 block,USP8 inh,USP7 inh,USP17 inh
COc1cc(Cl)cc(CNC(C)C(=O)O)c1O (stereo not given),-1,-2,-14,-8,-1,66*,1,18
CCOC(=O)c1cc2c(ccn2C)n1Cc1ccc2ccccc2n1,-7,-12,-1,-33,-156,57*,-25,2

(continued)
SMILES,USP10 inh,UCHL1 inh,USP28 block,OTUD3 block,USP30 block,USP8 inh,USP7 inh,USP17 inh
CCN(Cc1ccccc1)C(=O)C1c2c(ncn2C)CCN1Cc1cccnc1 (stereo not given),-3,-3,-2,-1,-2,-31,0,-12
CNc1nc2c(c(=O)n1-c1ccccc1)CN(C(=O)c1cccnc1)CC2,0,-1,-5,-5,0,6,3,-6
C[C@]12C(=O)N(C3CC3)CC(=O)N1CC(c1ccccc1Cl)c1c2[nH]c2ccccc12 (stereo not given in full),2,11,8,4,21,20,-40,20
Cc1cc(-c2nnc(C3CCC3)o2)c(C)n1CC(=O)Nc1cccc(F)c1,1,1,0,-6,-11,5,0,-6
COc1ccc(-c2c3c(nc4c(C#N)c(C)n(-c5ccccc5)c24)CCC3)cc1,3,0,3,12,15,15,7,17
O=C1CCC(=O)NCCCCCN(O)C(=O)CCC(=O)NCCCCCN(O)C(=O)CCC(=O)NCCCCCN1,0,5,18,20,44*,9,-8,13
O=C(/C=C/c1ccc2c(c1)OCO2)c1ccc(-n2cncn2)cc1,10,4,·,-4,·,6,21,45*
O=C(Nc1ccccc1F)N1CCCN(CCn2cccn2)CC1,-2,-2,-11,-1,-1,-1,0,-19
O=C(CSc1ccc(N2CCOCC2)nn1)Nc1ccccc1Cl,0,1,-4,-6,-1,3,0,1
